# HttQ103 aggreg: mutant huntingtin aggregation inhibition; AID 1688; 220,000 compounds, 1.1% hits; PC12 HttQ103-GFP aggregates, Acumen cytometry, 40 h; Potency, µM (doses to about 46.1 µM), for inactives: at the top dose activity change, negative = inhibition, usual class: inhibitors; also: potency is read from the fitted curve at half-maximal effect; % is scaled to controls: 0 for no effect and ±100 for the full control effect; nearly all actives have a fitted effect of over 60% in size
#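 Steps: seed 1500 PC12 HTTQ103-GFP cells/well; add tebufenozide, 100 nM final; add compound titration; add ATPLite reagent; quantify GFP aggregates by laser scanning cytometry.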
# Lamin A splicing: changes lamin A minigene splicing in HeLa cells | HeLa LMNA splicing GFP/RFP minigene ratio, 48 h | Potency, µM (series often up to 46.1 µM), inactives show at the top dose ratio change, negative = inhibition, hits mostly inhibitors | 200,000 compounds, 0.01% hits | AID 1487; active = well fitted inhibition curve with a large enough effect in the signal ratio, with a control signal flat, not every such curve was filed as active; inconclusive = small, poorly fitted or top-dose-only effect, or effect the other way, or a change in a side signal; the % refers to the signal ratio; also: potency is read from the fitted curve at half-maximal effect; % is scaled to controls: 0 for no effect and ±100 for the full control effect
#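 S3 HeLa cells stably expressing lamin A-EGFP splicing minigene plus DsRed2, 600 cells/well, 48 h compound exposure at 37C. Laser-scanning cytometry; analysed as GFP (500-530 nm)/RFP (575-640 nm) total intensity ratio; 0.5% DMSO vehicle.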
# aGlu spleen mod: inhibits or activates alpha-glucosidase in human spleen homogenate; P10253; human spleen homogenate, 4-MU-alpha-glucoside fluorescence; Potency, µM (highest dose often 79.9 µM), inactives show top-dose activity change, negative = inhibition, usual class: inhibitors; 240,000 compounds, 0.006% hits; AID 2112;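 also: potency is read from the fitted curve at half-maximal effect; 0% = enzyme with vehicle and -100% = no enzyme basal signal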
#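 AC50 values come from Hill-equation fits of concentration-response data, normalized to no-enzyme and full-activity controls. Enzyme source: 1 ug human spleen homogenate; 1 mM fluorogenic 4-MU glucoside, pH 5.0 citrate buffer, 37 C, 40 min.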
# GAA inhib: alpha-glucosidase (human) inhibition | P10253 | purified human GAA, 4-MU-alpha-glucoside fluorescence | Potency, µM (titrated, usually from 76.9 µM), inactives show at the highest dose activity change, negative = inhibition, actives largely listed as inhibitors | 200,000 compounds, 0.005% hits;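 also: potency is read from the fitted curve at half-maximal effect; plate controls were uninhibited enzyme wells for no effect and no-enzyme background for full effect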
#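 Enzyme (4 nM final) mixed with compound (up to 77 uM), then 4-MU-alpha-D-pyranoside (400 uM final) added; 20 min at room temperature, pH 5.0. Reaction stopped at pH 10, fluorescence read, AC50 derived by Hill fit.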
# GAA glycogen: inhibitors or activators of human alpha-glucosidase glycogen cleavage. Potency, µM (series often up to 76.4 µM), inactives show at the top dose activity change, negative = inhibition, usual class: inhibitors. P10253. 300,000 compounds, 0.38% hits. recombinant GAA, glycogen substrate, Amplex Red glucose oxidase fluorescence. AID 2100;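 also: potency is read from the fitted curve at half-maximal effect; 0% = full enzyme reaction and -100% = no-enzyme basal signal; the screen sought inhibitors and activators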
#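 Recombinant human enzyme (4 nM); glycogen substrate; 37 C, 40 min, pH 5.0. Readout: coupled glucose oxidase/Amplex Red fluorescence.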
# HTT cytoprotect: protects HTT-Q103 PC12 cells, measured by ATP | 230,000 compounds, 0.14% hits | AID 1471 | PC12 HTT-Q103 induced, cytoprotection, ATP luminescence, 40 h | Potency, µM (top dose mostly 56.4 µM), without a hit: cytoprotection (ATP increase), actives largely listed as activators;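 also: potency is read from the fitted curve at half-maximal effect; % of control where 0% means no effect; nearly all actives have a fitted effect of over 45% in size; toxic huntingtin expression switched on by the ecdysone agonist tebufenozide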
#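 Readout: ATPlite luminescence (ATP level). Model: stable PC12, inducible Htt exon1 Q103-GFP. Inducer: tebufenozide, 100 nM final. Compounds: dose series. No G418 in medium.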
# CBFb RUNX1 block: CBF-beta/RUNX1 interaction disruption; Q01196+Q13951; AlphaScreen CBFb-His/RUNX1-biotin binding, biochemical; Potency, µM (highest dose often 59.8 µM), for the others: top-dose activity, negative = inhibition, usual class: inhibitors; 230,000 tested, under 10 active; AID 1477; also: % of control where 0% means no effect
# Target sequence (Q01196 whole entry, looked up): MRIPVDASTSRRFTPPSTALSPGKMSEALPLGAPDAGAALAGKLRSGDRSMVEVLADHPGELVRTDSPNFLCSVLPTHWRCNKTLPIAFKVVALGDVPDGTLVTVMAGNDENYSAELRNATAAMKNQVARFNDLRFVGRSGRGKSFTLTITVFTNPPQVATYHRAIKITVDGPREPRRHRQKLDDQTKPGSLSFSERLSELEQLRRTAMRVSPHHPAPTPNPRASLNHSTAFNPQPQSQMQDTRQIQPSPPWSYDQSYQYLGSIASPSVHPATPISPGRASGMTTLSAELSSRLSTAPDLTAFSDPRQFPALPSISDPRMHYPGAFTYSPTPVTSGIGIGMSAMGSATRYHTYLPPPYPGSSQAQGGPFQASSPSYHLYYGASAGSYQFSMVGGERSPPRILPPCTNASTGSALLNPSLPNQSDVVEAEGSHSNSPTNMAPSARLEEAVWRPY
# Target sequence (Q13951 whole entry, looked up): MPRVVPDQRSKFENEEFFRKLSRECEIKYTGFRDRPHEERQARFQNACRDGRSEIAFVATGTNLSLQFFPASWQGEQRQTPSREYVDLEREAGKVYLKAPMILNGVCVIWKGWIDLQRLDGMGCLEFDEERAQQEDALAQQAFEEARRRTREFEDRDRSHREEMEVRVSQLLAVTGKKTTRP
#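 Room-temperature protein-protein interaction test with 30 nM each of His-tagged CBF-beta and biotinylated RUNX1, 15 min with compound, then 90 min with nickel plus streptavidin beads. Signal read in AlphaScreen mode.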
# The depositor's hits bear a star; ? = inconclusive; . = not tested or not shown; [ ] = dose if it differs, or a comment. Unless noted, calls follow the shape of the dose curve; as a rule, active = well fitted curve in the direction sought with a large enough effect; inconclusive = small, poorly fitted or top-dose-only effect, or another doubt; inactive = no such curve, though single readings can be large; an effect the other way counts as inactive or inconclusive.
compound	HttQ103 aggreg	Lamin A splicing	aGlu spleen mod	GAA inhib	GAA glycogen	HTT cytoprotect	CBFb RUNX1 block
Cc1c(Cl)cccc1NC(=O)CSc1ncnc2c1cnn2CCc1ccccc1	-4%	9%	-2%	-1%	-1%	-15%	-1%
c1ccc(CNc2cnccn2)cc1	-20%	-8%	-10%	0%	0%	-6%[10 µM]	2%
COc1cccc(NC(=O)COC(=O)C2CCN(S(=O)(=O)c3cccs3)CC2)c1	19%	-16%[46 µM]	-2%	-21%	1%	-18%	-1%
COc1ccc(C2NC(c3ccc(OC)cc3OC)C(C)C(=O)C2C)c(OC)c1 (stereo not drawn)	17%	-12%[46 µM]	-3%	-10%	-5%	-8%[10 µM]	2%
CCN(CC)c1ccc(/C=C(\C#N)c2nc(-c3cccs3)c(NC(C)=O)s2)cc1	13µM*	?	-5%	-4%	-26%	3%[10 µM]	-22%
CCOC(=O)c1sc(N(C)C)nc1-c1ccccc1	0%	1%	5%	1%	5%	0%[10 µM]	-2%
COc1ccccc1NC(=O)NCCN1CCNC1=O	-8%[9.22 µM]	.	-24%	-2%	0%	-21%[10 µM]	4%
O=C(Nc1nnc(CCN2CCCCC2)s1)C1CCCCC1	13%	-3%	-6%	2%	6%	8%	4%
CCOC(=O)c1c(NC(=O)COC(=O)c2cc(OC)c(OC)cc2[N+](=O)[O-])sc(C)c1CC	-4%	6%	-2%	-25%	-3%	-10%[10 µM]	7%
O=C(Nc1ccccc1)/C(=C\c1ccc2c(c1)OCO2)NC(=O)c1ccco1	-5%	6%	-11%	-1%[15.4 µM]	4%	-9%	13%
COc1ccc(-n2nc3c(c2NC(=O)Cc2cccc(C)c2)CS(=O)C3)cc1 (stereo not drawn)	20%	0%	-4%	-26%	-4%	5%	1%
CCOC(=O)N1CCN(C(=O)CSc2nnc(COc3ccccc3)o2)CC1	24%	-2%	-3%	-5%	6%	-7%	-2%
CCOC(=O)c1c(CNCCN(CC)CC)n(C)c2cc(Br)c(OC)cc12	-2%[9.22 µM]	12%	-2%	-3%	-2%	-26%	3%
COc1ccc(/C=C/C(=O)Nc2nc(N)n(-c3ccccc3)n2)cc1	31%	1%	0%	2%	-5%	5%[10 µM]	-9%
CCC(C)NC(=S)N(CCc1ccccc1)Cc1cc2cc(OC)c(OC)cc2[nH]c1=O (stereo not drawn)	-19%	?	-12%	6%	7%	10%[10 µM]	-1%
CCN(CC)c1nc2n(c(=O)n1)CCO2	7%	5%	-2%	0%	1%	-5%[0.074 µM]	4%
Cc1ccc(SCc2cc(=O)[nH]c(N3CCN(Cc4ccccc4)CC3)n2)cc1	1%	-3%	8%	0%	3%	20%[0.074 µM]	-2%
C=CCC(C(=O)OC)(C(=O)OC)c1ccc(C(F)(F)F)cc1[N+](=O)[O-]	24%	9%[46 µM]	-24%	3%	-18%	7%[10 µM]	-1%
Cc1ccc(CN2CCN(CCCn3cccn3)CC2CCO)cc1 (stereo not drawn)	?	.	5%	14%	15%	?	5%
CN(C)S(=O)(=O)c1cccc(NC(=O)COC(=O)CCC(=O)c2cccs2)c1	11%	13%[46 µM]	-8%	1%	-2%	-26%	7%
Cc1cccc2sc(NC(=O)CSc3nc4ccccc4o3)nc12	6%	?	3%	-12%	3%	-6%	10%
O=C(CSc1ncn[nH]1)Nc1nc(-c2ccccc2)cs1	-6%	?	2%	-2%	7%	1%	11%
COc1ccc(CCNC(=O)C2CCCN2C(=O)NC2CCCCC2)cc1OC (stereo not drawn)	22%	-2%	-8%	3%	-2%	-17%[10 µM]	-1%
CC1(C)C(C=C(Cl)Cl)C1C(=O)N(Cc1ccccc1Cl)C1CCS(=O)(=O)C1 (stereo not drawn)	?	4%	-1%	-29%	-10%	-6%[10 µM]	-4%
CCc1[nH]c(C)c(C(C)=O)c1C	20%	8%	-1%	-2%	-10%	-16%[10 µM]	4%
Nc1nc2ccccc2n1/N=C/c1ccc([N+](=O)[O-])s1	?	?	1%	2%	7%	-7%[10 µM]	?
S=C(Nc1cc(Cl)ccc1Cl)Nn1cnnc1	-4%[9.22 µM]	.	5%	.	-3%	-18%[10 µM]	5%
COc1ccc(/C=N/NC(=O)c2cccc([N+](=O)[O-])c2)cc1OS(=O)(=O)c1ccccc1	-8%	?	-1%	?	-4%	-25%	-19%
Cc1nc(S(=O)(=O)c2ccc(Br)cc2)nc2c1CCC2	24%[9.22 µM]	5%[46 µM]	1%	-4%	0%	-31%[inhibitor]	2%
C#CCNC(=O)C1CCN(c2ccc(S(=O)(=O)N3CCOCC3)cc2Cl)CC1	1%[9.22 µM]	-21%[46 µM]	-1%	-11%	-8%	-8%[10 µM]	1%
Cc1ccccc1C(=O)N1CCc2ccccc2C1	?	12%	0%	-1%	5%	-11%	8%
CC(C)OCCCNC(=O)C1CC(=O)N(C2CCCCCCC2)C1 (stereo not drawn)	7%	2%	4%	-1%	-20%	15%	9%
CC(=O)C[C@H](O)[C@@H](NC(=O)OC(C)(C)C)C(C)C	.	.	-1%[17.4 µM]	.	.	-20%[10 µM]	20%[13.1 µM]
O=C(COC(=O)COc1cccc2ccccc12)NCC(F)(F)F	1%	-13%[46 µM]	-2%	-4%	-23%	21%[10 µM]	9%
O=C(CN1C(=O)C2C3C=CC(C3)C2C1=O)NCCN1CCCc2ccccc21 (stereo not drawn)	-21%[9.22 µM]	2%	0%	-3%	?	-17%	3%
CCc1nnc(N/N=C/c2cccs2)n1N	1%	-2%	2%	-7%	?	.	9%
O=C1CCCc2c1nc(-c1cccc(Cl)c1)n2O	-6%	-7%	-3%	-2%	4%	10%	3%
CC(C)CC(=O)N1CCC(O)(CS(=O)(=O)Cc2ccccc2Cl)CC1	2%	-10%	0%	0%	14%	5%[10 µM]	6%
OC(CN1CCCCC1)CN1CCCCC1	-9%	-2%	-6%	-1%	-2%	25%	0%
COc1cccc(NC(=O)COc2ncnc3sc(C)c(C)c23)c1	0%	2%	7%	-6%	1%	-3%	-2%
COCc1cc(C)nc2sc(C(=O)N3CCCC3)c(N)c12	-7%	3%	3%	-10%	3%	-25%	4%
Brc1nc(Br)n(Cc2ccccc2)n1	19%	?	4%	8%	-1%	-26%	5%
Cc1cccc(C(C)C)c1-n1nnnc1-c1ccccc1	-10%	?	3%	-5%	-2%	10%	19%
CC(C)c1ccc(/C=C/C(=O)n2nnc3ccccc32)cc1	32%	13%	7%	11%	6%	-16%	6%
CC(=O)c1c(C)[nH]c(C(=O)OCC(=O)NCC(C)C)c1C	-27%	.	3%	1%	-5%	-3%[10 µM]	5%
Cc1ccc2nc(NC(=O)CS(=O)(=O)Cc3ccccc3)sc2c1	9%[9.22 µM]	.	6%	.	-1%	-19%[10 µM]	6%
Cc1ccc2c(c1)N=C(c1ccc(F)cc1)CO2	?	0%	-3%	-4%	-17%	16%	4%
Cn1cc(/C=N\O)nc2c(=O)n(-c3ccccc3)c(=O)nc1-2	.	?	2%	?	9%	.	-1%
Cc1nonc1C(=O)N/N=C/c1cccc(O)c1	-7%	-22%	-1%	1%	-13%	18%[10 µM]	3%
O=C(/C=C/Nc1ccc(F)cc1)c1ccc(Br)cc1	-8%	-6%[46 µM]	-3%	2%	0%	-48%[inhibitor]	5%
CCCS(=O)(=O)N1CCn2c(nc3ccccc32)C1	-5%	-4%	3%	0%	6%	-5%	-3%
Cc1ccc2nc(SCC(=O)Nc3cc(C)on3)[nH]c2c1	-1%	-17%	-9%	4%	-1%	-22%[10 µM]	2%
COCCNC(=O)C1CC2Cn3c(nc4cc(Cl)c(Cl)cc43)C2N1C (stereo not drawn)	-9%[9.22 µM]	.	2%	.	5%	-6%[10 µM]	15%
COc1ccc(CCNC(=O)c2cc3c(C)nccc3[nH]c2=O)cc1OC	2%	.	10%	0%	?	-18%	3%
c1ccc(CSc2nnc(-c3ccco3)n2Cc2ccco2)cc1	-15%	4%	0%	-12%	7%	-14%	-14%
O=C(Oc1ccccc1-c1nnco1)c1ccc(Cl)cc1	-5%	0%	-6%	4%	-1%	-19%	2%
O=C(c1ccc(Cl)cc1)n1c(NCc2ccccc2)n[nH]c1=S	.	7%[46 µM]	2%	6%	-13%	.	-1%
COc1ccc(-n2c(SCC(=O)Nc3sc4c(c3C#N)CCCC4)nnc2-c2ccc(O)cc2)cc1	2%	-1%	1%	-6%	2%	-34%	-9%
O=C(COc1ccc2ccccc2c1)NNC(=O)[C@@H]1CCCC[C@@H]1C(=O)O	12%	10%	-12%	-7%	3%	-3%	1%
O=c1[nH]c(=O)n(-c2ccccc2)c2c1C(C(F)(F)F)(C(F)(F)F)N=C(C1CCCCC1)N2	11%	-11%	3%	-7%	-3%	.	4%

# (further entries)
compound	HttQ103 aggreg	Lamin A splicing	aGlu spleen mod	GAA inhib	GAA glycogen	HTT cytoprotect	CBFb RUNX1 block
CC12C=C(/C=C/c3ccc(F)cc3)C(C)(C1)C(c1ccc(F)cc1)CC2=O (stereo not drawn)	.	.	-11%[17.4 µM]	.	.	7%[10 µM]	9%[13.1 µM]
COc1ccc(S(=O)(=O)Nc2cc(C)c(O)cc2C(C)C)cc1	6%	-19%	-4%	-1%	?	2%[10 µM]	5%
Cc1cccc(OCC(=O)NC2CCCc3ccccc32)c1C (stereo not drawn)	-23%	?	-5%	-6%	-5%	28%[10 µM]	9%
O=c1[nH]c(NCCO)nc2ncn(Cc3ccccc3)c12	14%	9%	-4%	-2%	5%	6%	4%
COC(=O)c1ccc(S(=O)(=O)c2ccccc2)c(N)c1	-6%	-7%	-4%	?	3%	-14%	10%

# Entries listed so far that have a CF3 group:
compound	HttQ103 aggreg	Lamin A splicing	aGlu spleen mod	GAA inhib	GAA glycogen	HTT cytoprotect	CBFb RUNX1 block
C=CCC(C(=O)OC)(C(=O)OC)c1ccc(C(F)(F)F)cc1[N+](=O)[O-]	24%	9%[46 µM]	-24%	3%	-18%	7%[10 µM]	-1%
O=C(COC(=O)COc1cccc2ccccc12)NCC(F)(F)F	1%	-13%[46 µM]	-2%	-4%	-23%	21%[10 µM]	9%
O=c1[nH]c(=O)n(-c2ccccc2)c2c1C(C(F)(F)F)(C(F)(F)F)N=C(C1CCCCC1)N2	11%	-11%	3%	-7%	-3%	.	4%

# From PubChem
